# High-throughput results: PubChem, National Center for Advancing Translational Sciences (NCATS)
# Lipid storage S3: qHTS Assay for Lipid Storage Modulators in Drosophila S3 Cells. AID 2685, 2010. Drosophila S3 cells, BODIPY lipid droplet fluorescence, 18-24 h; cells fed with added oleic acid. lipid storage change, negative = inhibition, % at the top dose, mostly 46.1 µM; hits show Potency in µM. actives 0.64% (n = 320,000); active means well fitted inhibition curve with a large enough effect in the signal ratio, with a control signal flat, not every such curve was filed as active; inconclusive means small, poorly fitted or top-dose-only effect, or effect the other way, or a change in a side signal; the % refers to the signal ratio
#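 Drosophila S3 cells loaded with oleic acid (400 uM, as added) and compounds at several concentrations; lipid droplets imaged by 488-nm laser-scanning cytometry, 500–530 nm intensity and object ratio to cell channel. Percent activity normalized to 20 uM Triacsin C.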
# Lipid storage S3 cell count max: second read-out of Lipid storage S3, no call of its own (marks repeat the call); cell number change, %; measured here: cell count max response;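 cells counted by Cell Tracker Red CMTPX staining in the red channel; peak over a dose series mostly up to 46.1 µM; percent activity relative to internal control wells on each plate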
# Starred values were filed as active, the others as inactive; i = inactive; ? = inconclusive; . = no result given; [ ] = dose if it differs, or a comment. On the % scale 0 is the no-effect control and ±100 the full control effect; potency means the concentration at half of the fitted maximal effect. The list is partial; rates above refer to the full screens.
SMILES,Lipid storage S3,Lipid storage S3 cell count max
CCOc1ccccc1C(=O)N1CCN(C(c2ccccc2)c2ccccc2)CC1,11%,-8
Cc1ccc[n+](CC(=O)c2ccc(Br)cc2)c1C,-16%,-5
O=C(c1cc(COc2ccccc2)on1)N1CCCC(CN2CCOCC2)C1 (configuration not stated),?,.
O=C(Nc1c[nH]c(=O)[nH]c1=O)c1cc([N+](=O)[O-])cc([N+](=O)[O-])c1,6%,20
COc1ccc([C@H]2CC(=O)C=C(c3ccc(SC)cc3)C2)cc1,?,.
COC(=O)C(NC(=O)CCc1c(C)nc2ncnn2c1C)C(C)C (configuration not stated),?,.
Cc1c(N/C=C/C(=O)C(F)(F)F)c(=O)n(-c2ccccc2)n1C,-8%,-7
S=C(NCc1ccccc1)NCc1ccc2c(c1)OCO2,16%,5
CC(C)c1ccc(S(=O)(=O)N(C)C2(C)CCS(=O)(=O)C2)cc1 (configuration not stated),?,.
Cc1cc(NC(=O)CCC(=O)N(CC(=O)NC2CCCC2)c2ccc3c(c2)OCCO3)no1,4%,-4
COc1ccccc1N1C(=O)Cc2ccccc2C1=O,?,.
CCNC(=O)CC1C(=O)N(c2ccc(F)cc2)C(=O)N1CCc1ccc(OC)cc1 (configuration not stated),?,.
Cc1ccc(S(=O)(=O)CCC(=O)Oc2ccc3c(C)cc(=O)oc3c2)cc1,?,.
C/C(=N\NC(N)=S)C1C2C3CC4C5CC(C42)C1C53 (configuration not stated),?,.
COc1cc(CNc2ncn[nH]2)ccc1OCC(=O)NC(C)(C)C,16%,-1
CC(C)[C@H](NC(N)=O)C(=O)Nc1cccc(S(=O)(=O)N2CCOCC2)c1,19%[9.22 µM],-17
Cc1c([N+](=O)[O-])cc(C(=O)Oc2ccc(Br)cc2C(=S)N2CCCCC2)cc1[N+](=O)[O-],?,.
CC(Sc1nc(C(F)(F)F)nc2ccccc12)C(=O)NC1CCCC1 (configuration not stated),?,.
Cc1ccc(N2C(=O)/C(=C/c3ccco3)SC2=S)cc1,2%,1
C(=C\c1ccccc1)/CN1CCN(Cc2ccc3c(c2)OCO3)CC1,?,.
CCOC(=O)C1(CCOc2ccccc2)CCN(C(=O)c2ccc(-n3cccn3)cc2)CC1,0%,-2
S=C(NCc1ccco1)NCC(c1ccco1)N1CCCCC1 (configuration not stated),3%,6
COc1ccc(NC(=O)CCNS(=O)(=O)c2ccc(Cl)c([N+](=O)[O-])c2)cc1S(N)(=O)=O,?,.
CCOc1ccc(NC(=S)N2CCC(NC(=O)c3ccccc3)CC2)cc1,i,3

# Shown with values under each structure: entries from further up
# Every second line gives: Lipid storage S3 | Lipid storage S3 cell count max
O=C(c1cc(COc2ccccc2)on1)N1CCCC(CN2CCOCC2)C1 (configuration not stated)
  ? | .
O=C(Nc1c[nH]c(=O)[nH]c1=O)c1cc([N+](=O)[O-])cc([N+](=O)[O-])c1
  6% | 20
COc1ccc([C@H]2CC(=O)C=C(c3ccc(SC)cc3)C2)cc1
  ? | .
COC(=O)C(NC(=O)CCc1c(C)nc2ncnn2c1C)C(C)C (configuration not stated)
  ? | .
Cc1c(N/C=C/C(=O)C(F)(F)F)c(=O)n(-c2ccccc2)n1C
  -8% | -7
S=C(NCc1ccccc1)NCc1ccc2c(c1)OCO2
  16% | 5
CC(C)c1ccc(S(=O)(=O)N(C)C2(C)CCS(=O)(=O)C2)cc1 (configuration not stated)
  ? | .
Cc1cc(NC(=O)CCC(=O)N(CC(=O)NC2CCCC2)c2ccc3c(c2)OCCO3)no1
  4% | -4
COc1ccccc1N1C(=O)Cc2ccccc2C1=O
  ? | .
CCNC(=O)CC1C(=O)N(c2ccc(F)cc2)C(=O)N1CCc1ccc(OC)cc1 (configuration not stated)
  ? | .
Cc1ccc(S(=O)(=O)CCC(=O)Oc2ccc3c(C)cc(=O)oc3c2)cc1
  ? | .
C/C(=N\NC(N)=S)C1C2C3CC4C5CC(C42)C1C53 (configuration not stated)
  ? | .
COc1cc(CNc2ncn[nH]2)ccc1OCC(=O)NC(C)(C)C
  16% | -1
CC(C)[C@H](NC(N)=O)C(=O)Nc1cccc(S(=O)(=O)N2CCOCC2)c1
  19%[9.22 µM] | -17
Cc1c([N+](=O)[O-])cc(C(=O)Oc2ccc(Br)cc2C(=S)N2CCCCC2)cc1[N+](=O)[O-]
  ? | .
CC(Sc1nc(C(F)(F)F)nc2ccccc12)C(=O)NC1CCCC1 (configuration not stated)
  ? | .
Cc1ccc(N2C(=O)/C(=C/c3ccco3)SC2=S)cc1
  2% | 1
C(=C\c1ccccc1)/CN1CCN(Cc2ccc3c(c2)OCO3)CC1
  ? | .
CCOC(=O)C1(CCOc2ccccc2)CCN(C(=O)c2ccc(-n3cccn3)cc2)CC1
  0% | -2

# Following part:
SMILES,Lipid storage S3,Lipid storage S3 cell count max
O=C(Nc1ccc(Cl)cc1F)C1CC1c1ccccc1 (configuration not stated),?,.
CCCn1c(C)cc(C(=O)CSc2nc3ccccc3c(=O)n2Cc2ccco2)c1C,?,.
COc1ccc(C)cc1NC(=O)CCN1CC(C)OC(C)C1 (configuration not stated),?,.
CN1CCN(Cc2cccc(Oc3ccccc3)c2)CC1,?,.
O=C(NCc1ccc2c(c1)OCO2)c1cccnc1Cl,-1%,4
O=C(Nc1cccc(-c2cn3cccnc3n2)c1)c1ccc(Br)o1,i,-12
COC(=O)c1c(NS(=O)(=O)c2ccccc2)csc1C,?,.
COc1ccc(C2c3ccc4ccccc4c3Oc3ncn(CCN4CCOCC4)c(=N)c32)cc1OC (configuration not stated),?,.
COc1ccc(OC)c(NC(=O)COC(=O)c2ccc(OC)c(S(=O)(=O)N3CCCC3)c2)c1,?,.
O=[N+]([O-])c1cc(C(F)(F)F)ccc1NCC1CCCO1 (configuration not stated),i,-8
Cc1cc(C)nc(N(C#N)CC(=O)Nc2ccccc2)n1,13%,6
CCN(CC(=O)Nc1c(F)cccc1F)C(=O)c1ccc(-c2ccccc2)cc1,-11%,.
CN1CCN(c2nc(-c3ccccn3)nc3ccccc23)CC1,i,.
CCC(=O)N1N=C2CC(C)(C)OCC2C1c1ccccc1 (configuration not stated),17%,7
CCN(CC)c1ccc(/C=C/c2nc3ccccc3s2)cc1,?,.
Cc1ccc(N(CC(O)CN2CCCC2)S(=O)(=O)c2ccc(C)cc2)cc1 (configuration not stated),-22%,-13
O=C(Cn1cnc2ccccc2c1=O)NCc1cccs1,?,.
COc1c(Cl)cc(Cl)cc1/C=N/NC(=O)c1nnn(-c2nonc2N)c1CN1CCC(C)CC1,?,.
COc1ccc(CCNC(=O)c2cccc(Br)c2)cc1OC,24%,-15
O=C(C1CC(=O)N(c2ccccc2)C1)N1CCCCCC1 (configuration not stated),-1%,8
COc1cccc(-c2csc(N3CCN(CC(=O)Nc4ccc5c(c4)OCO5)CC3)n2)c1,?,.
COc1cc2c(cc1OC)CN(S(=O)(=O)c1ccc3c(c1)OCCO3)CC2,?,.
O=C(CC(=O)N/N=C/c1c(F)cccc1Cl)NCCc1ccccc1,i,-3
Cc1ccc(NC(=O)COC(=O)CN2C(=O)C3CCCCC3C2=O)cc1S(=O)(=O)N1CCOCC1 (configuration not stated),10%,2

# 3 structures out of the list, arranged by number of heavy atoms, descending.
SMILES,Lipid storage S3,Lipid storage S3 cell count max
Cc1ccc(N(CC(O)CN2CCCC2)S(=O)(=O)c2ccc(C)cc2)cc1 (configuration not stated),-22%,-13
O=C(CC(=O)N/N=C/c1c(F)cccc1Cl)NCCc1ccccc1,i,-3
COc1ccc(CCNC(=O)c2cccc(Br)c2)cc1OC,24%,-15

# Further entries follow.
SMILES,Lipid storage S3,Lipid storage S3 cell count max
Cc1cc(S(=O)(=O)N2CCN=C2c2ccccc2)ccc1F,?,.
CCOC(=O)N1CCN(C(=O)c2ccc3nc(-c4ccccc4)c(-c4ccccc4)nc3c2)CC1,?,.
C/C(CC(=O)Nc1ccc(C)c(Cl)c1)=N\NC(=O)Cc1cnc(N)s1,16%,1
O=C(Cc1ccc(Cl)cc1)NNC(=O)C1CC=CCC1C(=O)O (configuration not stated),18µM*,.
COCCNC(=O)[C@@]1(Cc2ccccc2)C=C[C@@H](C)N1C(C)=O,0%,19
Cc1nc2ccccc2nc1Nc1cccc(Cl)c1,?,.
C=CCn1c(SCC(=O)c2cccs2)nc2sc(C)cc2c1=O,?,.
Cc1cc(C)c2cc(C(=O)N3CCC(Cc4ccccc4)CC3)[nH]c2c1,10%,14
COc1ccccc1-c1nnc(NC(=O)OCC(C)C)s1,27%,-7
CCOc1ccc(C(C)=O)cc1CN1C(=O)NC2(CCCCCC2)C1=O,0.13µM*,3.2*
O=C(NCc1ccc(F)cc1)C(=O)NCC(c1ccco1)N1CCOCC1 (configuration not stated),-1%,1
CC(=O)c1csc(COc2ccccc2)n1,-5%,-12
CCCn1cnc2c(=O)oc3ccccc3c21,3%,-2
CC(C)CCC(O)(CCC(C)C)C(=O)NNc1ccccc1,-1%,-15
O=C(Cc1ccc(-c2ccccc2)cc1)NC(c1ccccc1)c1ccccc1,-15%,4
O=C(Nc1ccc(S(=O)(=O)Nc2ncccn2)cc1)c1cccc(Br)c1,?,.
COc1ccc(C(=O)OCC(=O)Nc2cc(S(=O)(=O)N3CCOCC3)ccc2N2CCCC2)cc1,?,.
CCCC(=O)N(Cc1cc(=O)[nH]c2ccccc12)c1ccc(C)cc1,i,15
CCCCc1ccc(NC(=O)Nc2cc(C)nn2C)cc1,9%,14
Cc1ccc(C)c(NC(=O)c2cc(S(=O)(=O)N3CCCCC3)c[nH]2)c1,?,.
OCCC1CN(Cc2ccccc2-c2ccco2)CCN1Cc1ccccc1 (configuration not stated),3%,9
O=C(NCC(c1cccs1)N1CCOCC1)C1CCN(S(=O)(=O)c2cccc(C(F)(F)F)c2)CC1 (configuration not stated),?,.
CCCN(C1CCS(=O)(=O)C1)S(=O)(=O)c1cc(OC)ccc1OC (configuration not stated),20%,4
Cc1ccc(NCc2ccccc2O)c(C)c1,?,.
COc1ccc(CCNC(=O)c2cc(S(=O)(=O)N(C)c3ccccc3)ccc2Cl)cc1,15%,.
COc1ccc(N(C(=O)c2ccc(Br)o2)C2C=CS(=O)(=O)C2)cc1 (configuration not stated),-17%,23
CC(=O)Nc1ccc(S(=O)(=O)Nc2ccc(N3CCOCC3)cc2)cc1,?,.
COc1ccccc1C(=O)NC(=S)/C=C1/N(C)c2ccccc2C1(C)C,?,.
COc1ccc(NC(=O)CSc2nnc3ccc(-c4cccnc4)nn23)c(OC)c1,?,.
Cc1nn(-c2ccccn2)c(N)c1N=O,-1%,15
CCN=C1SC(C(N)=O)CC(=O)N1CC (configuration not stated),?,.
Cc1nnc(SCC(=O)Nc2nccs2)s1,3%,14
N#CCC(=O)Nn1c(=S)[nH]c2ccccc2c1=O,?,.
CC(NC(=O)C1CC1)c1ccc(-c2ccccc2)cc1 (configuration not stated),?,.
CN(CCc1cnn(C)c1)C(=O)C1CCC(=O)N(CC2CCCCC2)C1 (configuration not stated),-16%,-5
CCOc1ccc(C(C(=O)NCC2CCCO2)N(Cc2cccnc2)C(=O)c2snc(C(N)=O)c2N)cc1 (configuration not stated),i,-3
CN(C)C(=O)c1c2c(nc3ccccc13)-c1ccccc1CC2,?,.
CCCN(CCC)c1nc(Cl)nc(NCCN2CCOCC2)n1,?,.
O=[N+]([O-])c1ccc(/C=N/n2c(-c3cccnc3)n[nH]c2=S)cc1,0%,-9
COc1ccc(C2CC(c3cccc(C)c3)n3ncnc3N2)cc1 (configuration not stated),?,.
O=C(c1cc(=O)[nH]c2ccccc12)N1CCN(Cc2ccc3c(c2)OCO3)CC1,?,.
O=C(Nc1ccc(N2CCCCC2)c(C(=O)O)c1)c1ccco1,13%,2
Cc1cccc(N2CCN(C(=O)NC3CCCCC3)CC2C)c1 (configuration not stated),i,.
CC(C)(C)OC(=O)N1CCC(C(=O)N2CCCCCC2)CC1,0%,14
CCc1n[nH]c(=S)n1/N=C/c1ccc(NC(C)=O)cc1,i,.
Clc1ccccc1CSC1=NCCCN1,?,.
Cc1ccc(C(=O)OC/C(O)=C(\C#N)c2nc3ccccc3[nH]2)cc1S(=O)(=O)N1CCOCC1,9%,5
Cc1ccccc1Cn1cnc2c(oc3ccccc32)c1=O,5%,2
CC(=O)Nc1ccc(NC(=O)Cc2ccc(-c3ccccc3)cc2)cc1,?,.
C/C(CCc1ccc2c(c1)OCO2)=N\NC(=O)c1ccccc1,0%,-2
O=C(C[n+]1ccccc1)Nc1ccc(Oc2ccccc2)cc1,10%,7
Cc1cc(N2CCN(C)CC2)nc2ccc(NC(=O)CCC(=O)N3CCN(c4ccc([N+](=O)[O-])cc4)CC3)cc12,?,.
CCN(CC(=O)Nc1ccc(C(=O)Nc2ccc(OC)cc2)cc1)Cc1nc2ccccc2c(=O)[nH]1,10%,9
Cc1noc(C)c1C(=O)Nc1nc2ccc(Cl)cc2s1,-13%,12
CCOc1ccc(NC(=O)COc2ccc(C(=O)NC3CCCc4ccccc43)cc2OC)cc1 (configuration not stated),-2%,-11
O=C(COC(=O)c1ccccc1Nc1ccccc1F)c1ccccc1,11%,23
Cc1cc(C)n2nc(SCC(=O)NC3CCCC(C)C3C)nc2n1 (configuration not stated),i,.
COc1ccc(C(=O)C2CCCN(Cc3cnc(N4CCCC4)s3)C2)cc1OC (configuration not stated),-2%,4
Cc1c(C(=O)N2CCCCC2)nn(-c2ccc(Cl)cc2)c(=O)c1C#N,?,.
CC(=O)Nc1nc(NCc2ccccc2Cl)n(-c2ccccc2)n1,-8%,-11
c1ccc(COc2cccc(CNCc3ccccn3)c2)cc1,?,.
COc1ccc(-c2cnnc(N/N=C/c3ccc(O)cc3)n2)cc1,?,.
O=C(NCc1n[nH]c(=S)n1-c1cccc(Cl)c1)c1ccc(S(=O)(=O)N2CCCCC2)cc1,?,.
